Assay outcomes from PubChem BioAssay.
Tb PFK inh – qHTS Assay to Find Inhibitors of T. brucei phosphofructokinase; Potency, µM (top dose mostly 57.5 µM), without a hit: top-dose activity, negative = inhibition, most hits filed as inhibitors; 330,000 tested, 0.17% active; ATP-dependent 6-phosphofructokinase (Trypanosoma brucei brucei), O15648; T. brucei PFK, ADP-Glo luminescence;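 note: potency is the fitted concentration of half-maximal effect; 0% = uninhibited 1x PFK enzyme wells and -100% = no-enzyme wells; nearly all actives have a fitted effect of over 60% in size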
Target sequence (O15648 whole entry, looked up): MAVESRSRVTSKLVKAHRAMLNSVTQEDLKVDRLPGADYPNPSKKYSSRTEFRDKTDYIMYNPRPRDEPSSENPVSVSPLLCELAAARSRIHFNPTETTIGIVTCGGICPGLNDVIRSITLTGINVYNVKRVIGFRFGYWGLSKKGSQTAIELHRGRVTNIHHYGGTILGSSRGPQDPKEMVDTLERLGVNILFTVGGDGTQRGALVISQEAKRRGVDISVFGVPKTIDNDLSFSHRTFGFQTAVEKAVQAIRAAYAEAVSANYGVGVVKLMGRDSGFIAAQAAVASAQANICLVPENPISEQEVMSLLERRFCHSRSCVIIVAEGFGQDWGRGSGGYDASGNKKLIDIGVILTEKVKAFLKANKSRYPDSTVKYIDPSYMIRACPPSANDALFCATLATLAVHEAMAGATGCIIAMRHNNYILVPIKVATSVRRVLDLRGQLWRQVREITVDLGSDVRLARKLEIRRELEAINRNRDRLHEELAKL
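ADP-Glo luminescence quantified ADP after 45 min at room temperature, with 1.25 nM T. brucei PFK, 0.1 mM ATP and 0.5 mM fructose-6-phosphate in pH 8.0 TEA buffer. qHTS titrations up to 57 µM; curves classified by quality.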
ELG1 genotox – qHTS screen for small molecules that induce genotoxicity in human embryonic kidney (HEK293T) cells expressing luciferase-tagged ELG1; HEK293T ELG1-luciferase reporter, luminescence, 16 h; Potency, µM (top dose mostly 46 µM), for inactives: top-dose activity change, positive = activation, usual class: activators; 330,000 tested, 1.3% active; note: potency is the fitted concentration of half-maximal effect; % of control where 0% means no effect; nearly all actives have a fitted effect of over 60% in size
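16 hr compound incubation (37 °C, 5% CO2) of HEK293T cells carrying luciferase-tagged ELG1; luciferase then measured by ONE-Glo luminescence after 30 min at RT.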
VP16 counter – VP16 counterscreen qHTS for inhibitors of ROR gamma transcriptional activity; Drosophila S2 Gal4-VP16 UAS-luciferase, luminescence, 20 h; Potency, µM (titrated, usually from 53.6 µM), inactives show at the top dose activity, negative = inhibition, most hits filed as inhibitors; 310,000 tested, 3.5% active; AID 2546, 2010;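 note: Gal4-VP16 expression switched on by copper sulfate through the metallothionein promoter; potency is the fitted concentration of half-maximal effect; % is set by controls: 0 for no effect and ±100 for the full control effect; nearly all actives have a fitted effect of over 50% in size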
p53 reactivation – qHTS assay for re-activators of p53 using a Luc reporter; Potency, µM (titrated, usually from 92.2 µM), for inactives: at the highest dose activity change, positive = activation, hits mostly activators; H1299 p53-A138V BP100-luciferase reporter, luminescence, 24 h; 320,000 tested, 0.063% active; note: potency is the fitted concentration of half-maximal effect; % of control where 0% means no effect; nearly all actives have a fitted effect of over 45% in size
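p53-null H1299 cells stably carrying temperature-sensitive p53-A138V and a BP100-luciferase reporter were pinned with compounds (4-point, 1:5 series) and held 24 hrs at 37 deg C. Luminescence was read 10 min after detection reagent.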
RORgamma inh – qHTS for inhibitors of ROR gamma transcriptional activity | Drosophila S2 Gal4-RORgamma UAS-luciferase reporter, 20 h | 310,000 tested, 5.4% active | Potency, µM (doses to about 53.6 µM), without a hit: top-dose activity change, negative = inhibition, actives largely listed as inhibitors; note: potency is the fitted concentration of half-maximal effect; % is set by controls: 0 for no effect and ±100 for the full control effect; nearly all actives have a fitted effect of over 60% in size
Target sequence (P51450 whole entry, looked up, the tested form may be a part): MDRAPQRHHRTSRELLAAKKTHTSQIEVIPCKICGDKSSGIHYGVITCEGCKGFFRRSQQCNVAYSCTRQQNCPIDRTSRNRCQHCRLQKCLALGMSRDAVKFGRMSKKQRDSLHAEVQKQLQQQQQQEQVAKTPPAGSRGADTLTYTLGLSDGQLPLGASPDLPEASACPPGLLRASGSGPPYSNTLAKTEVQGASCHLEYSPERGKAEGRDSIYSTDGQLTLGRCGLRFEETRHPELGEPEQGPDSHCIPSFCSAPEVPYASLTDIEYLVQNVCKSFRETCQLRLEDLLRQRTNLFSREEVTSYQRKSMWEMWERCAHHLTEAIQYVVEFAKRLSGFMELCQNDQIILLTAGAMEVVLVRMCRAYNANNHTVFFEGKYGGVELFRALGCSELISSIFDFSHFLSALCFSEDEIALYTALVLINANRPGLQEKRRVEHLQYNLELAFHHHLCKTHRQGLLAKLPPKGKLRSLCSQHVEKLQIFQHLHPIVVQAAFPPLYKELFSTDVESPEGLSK
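Drosophila Schneider cells stably carrying a metallothionein-driven Gal4 DBD–ROR gamma fusion and a UAS-Photinus luciferase reporter were exposed to compound for 1 hr, then induced with copper sulfate (700 uM final) for 20 hr at ambient temperature before luminescence reading.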
NPC1 promoter act – qHTS Assay for NPC1 Promoter Activators. Huh7 NPC1 promoter luciferase reporter, 24 h. Potency, µM (series often up to 9.22 µM), inactives show top-dose activation, actives largely listed as activators. 320,000 tested, 2.4% active. AID 485313, 2010;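 note: potency is the fitted concentration of half-maximal effect; % of control where 0% means no effect; nearly all actives have a fitted effect of over 60% in size; reporter is driven by a mutant NPC1 promoter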
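Cells: Huh7 expressing luciferase under the NPC1 promoter, 1500/well. Seeded 2 h, compound added, incubated 24 h at 37 °C. Luciferase reagent, 10 min ambient, then luminescence.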
ELG1 repair inh – qHTS screen for small molecules that inhibit ELG1-dependent DNA repair in human embryonic kidney (HEK293T) cells expressing luciferase-tagged ELG1; 330,000 tested, 2.3% active; HEK293T ELG1-luciferase reporter, luminescence, 16 h; DNA damage induced by 5-fluorouridine; AID 504467, 2011; Potency, µM (top dose mostly 46.1 µM), inactives show at the top dose activity change, negative = inhibition, most hits filed as inhibitors; note: potency is the fitted concentration of half-maximal effect; % is set by controls: 0 for no effect and ±100 for the full control effect; nearly all actives have a fitted effect of over 55% in size
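Luminescence from the luciferase reporter, measured 30 min after ONE-Glo reagent at room temperature, was the read-out. Beforehand, 2,000 cells per well were exposed for 16 hr at 37 °C to 5-fluorouridine together with compound or vehicle.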
BRCA1 expr act – qHTS Assay to Identify Small Molecule Activators of BRCA1 Expression; 380,000 tested, 1.1% active; Potency, µM (series often up to 46.1 µM), for the others: top-dose activation, hits mostly activators; MCF7-BRCA1-FFLuc reporter, luminescence, 48 h; response scale: scaled: vehicle 0%, 10 µM genistein 100%; note: potency is the fitted concentration of half-maximal effect; nearly all actives have a fitted effect of over 80% in size; some results filed as inactive show a strong effect at the top dose
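Reporter cells (MCF7, BRCA1 promoter-firefly luciferase) received library compounds across a concentration series for 48 h. End-point luminescence was measured and concentration-effect curves derived after normalization.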
Rab9 promoter act – qHTS Assay for Rab9 Promoter Activators; 320,000 tested, 2.8% active; Huh7 Rab9 promoter-luciferase reporter, luminescence, 24 h; AID 485297, 2010; Potency, µM (top dose mostly 9.22 µM), without a hit: at the highest dose activation, negative = inhibition, usual class: activators; note: potency is the fitted concentration of half-maximal effect; % of control where 0% means no effect; nearly all actives have a fitted effect of over 60% in size
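Rab9 promoter-driven luciferase in stably transfected Huh7 cells; 1500 cells/well rested 2 h, exposed to compound in DMSO for 24 h at 37 °C, 5% CO2. Luminescence read 10 min after adding luciferase reagent at ambient temperature.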
TRPV1 agonist – HTS Assay for Compounds that Act as Agonists of the Vanilloid Receptor 1. activation, % at 8.33 µM. TRPV1-expressing cells, Fluo-8 calcium influx, agonist mode. Transient receptor potential cation channel subfamily V member 1 (Homo sapiens), Q8NER1. 320,000 tested, 0.19% active; in the data active = activation above about 80%; inconclusive = between about 30% and that limit; note: 0% is about no effect
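Fluo-8 calcium influx in TRPV1-expressing cells, kinetic read (ex 480/em 520 nm). Compound added and read 3 min for agonist activity, followed by capsaicin at EC20 final and 2 min further read for enhancement.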
FLuc counter – qHTS profiling assay for firefly luciferase inhibitor/activator using purifed enzyme and Km concentrations of substrates (counterscreen for miR-21 project); Luciferin 4-monooxygenase (Photinus pyralis), P08659; purified FLuc, Km substrates, luminescence inhibition; Potency, µM (doses to about 57.5 µM), for inactives: top-dose activity change, negative = inhibition, actives largely listed as inhibitors; 360,000 tested, 6.9% active; AID 588342, 2011;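 note: potency is the fitted concentration of half-maximal effect; plate controls were vehicle for no effect and reference inhibitor for full effect; nearly all actives have a fitted effect of over 55% in size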
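Purified P. pyralis luciferase, 10 nM final, with Km-level 10 uM D-luciferin and 10 uM ATP in 50 mM Tris acetate pH 7.5, 10 mM Mg acetate, 0.01% Tween-20, 0.05% BSA; 6-point qHTS titration about 60 µM downward; luminescence read.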
* marks the source's active call; other numbers are inactive results; ? = inconclusive; · = no result given; & = joins results of further samples; [ ] = remark or other dose. Unless noted, calls come from the whole dose curve; as a rule, active = well fitted curve in the direction sought with a large enough effect; inconclusive = small, poorly fitted or top-dose-only effect, or another doubt; inactive = no such curve, though single readings can be large; an effect the other way counts as inactive or inconclusive.

| cpd | SMILES | RORgamma inh | TRPV1 agonist | Rab9 promoter act | p53 reactivation | ELG1 genotox | NPC1 promoter act | ELG1 repair inh | VP16 counter | BRCA1 expr act | Tb PFK inh | FLuc counter |
| --- | --- | --- | --- | --- | --- | --- | --- | --- | --- | --- | --- | --- |
| 1 | COc1ccc(CNc2cc(C)ccc2C)c(OC)c1OC | -21% | 19 | -2% | 8% | 2% | -3% | 5% | -11%[0.365 µM] | 8% | 0% | 15% |
| 2 | CN1CC(=O)N(C)c2nc(Br)n(C)c2C1=O | 0% | 9 | -1% | 8% | 2% | -10% | 6% | 1% | -3% | -1% | 1% |
| 3 | COc1ccc(OC)c(S(=O)(=O)NCCC(C)C)c1 | 0% | 18 | -1% | 0% | 4% | 1% | -2% | 9% | -14% | 1% | -2% |
| 4 | Cc1c(C(=O)N2CCOCC2)sc(NC(=O)c2ccc3c(c2)OCO3)c1C#N | 0% | -2 | 1% | -6% | 4% | -1% | -4% | 16% | 5% | -1% | -13% |
| 5 | O=C(CCC(=O)OCc1cccc(C(=O)Oc2ccccc2)c1)Nc1cccc2ccccc12 | 7% | 2 | 29% | ? | 6% | 18% | 29% | 23% | 47% | -2% | ? |
| 6 | Cc1ccc(NC(=O)Cn2c(O)c(N=NC(=O)c3cc([N+](=O)[O-])ccc3O)c3ccccc32)cc1 | 2% | 1 | 1% | 18% | 8% | 21% | ? | 4% | · | -6% | ? |
| 7 | O=C(Nc1cccnc1)C1CCCN1S(=O)(=O)c1ccc(Cl)c(Cl)c1 (centres undefined) | 25% | 1 | 0% | -3% | -5% | 3% | -28% | 2% | -1% | -2% | 0% |
| 8 | O=C(COC(=O)c1cccc(S(=O)(=O)N2CCc3ccccc32)c1)Nc1ccc(Cl)cn1 | 15% | -1 | -2% | -2% | 4% | -2% | 4% | 0% | -3% | 0% | -1% |
| 9 | CCCN1CCN(S(=O)(=O)c2ccc3c(c2)NC(=O)C(C)C(=O)N3)CC1 (centres undefined) | -21% | -3 | 0% | · | ? | -3% | -2% | -4% | 2% | -3% | 6% |
| 10 | COc1ccc2[nH]c3nc(SCC(=O)Nc4ccc5c(c4)OCO5)nnc3c2c1 | 27% | ? | 1% | 2% | ? | 12% | ? | 3% | -51% | 1% | -9% |
| 11 | O=C(NN1C(=O)/C(=C/C=C/c2ccccc2)SC1=S)c1ccncc1 | -2% | -9 | 3% | 18% | -5% | -7% | 1% | -7% | -29% | 1% | 13µM* |
| 12 | Cc1cc(=O)n2[nH]c(-c3sccc3-n3c(C)ccc3C)cc2n1 | -7% | 1 | 3% | -1% | -5% | 12% | 16% | -8% | -27% | ? | -16% |
| 13 | COc1ccc(NC(=O)CCN2CCN(S(=O)(=O)c3ccc(F)cc3)CC2)cc1 | -6% | 1 | -6% | 0% | -1% | 2% | 12% | -1% | -25% | -2% | 1% |
| 14 | CCOC(=O)c1ccc(NC(=O)Cc2cccs2)cc1 | ? | ? | 4.5µM* | -24% | ? | 3.5µM* | ? | 3% | ? | -2% | 15µM* |
| 15 | CCCCOc1ccc(C(=O)NCC(=O)NCC(c2ccc(OC)cc2)N2CCCC2)cc1 (centres undefined) | · | -2 | 5% | 4% | 6% | 2% | 5% | · | 9% | 21% | -2% |
| 16 | Cc1cc(C(=O)Nc2cnn(Cc3ccc(Cl)cc3Cl)c2)no1 | 26% | ? | 9% | 2% | -4% | 2% | -5% | -8% | 8% | 2% | ? |
| 17 | COC(=O)c1ccc(NC(=O)CSc2nnc(C)n2CC2CCCO2)cc1 (centres undefined) | 5% | 1 | 0% | 2% | -4% | -1% | 12% | 0% | -3% | 0% | 3% |
| 18 | Cc1scc(C(=O)N/N=C/c2ccc([N+](=O)[O-])o2)c1C | 4µM* | 8 | -31%[inhibitor] | -50%[inhibitor] | -15% | -20% | -1% | 7.1µM* | · | 1% | -22% |
| 19 | O=C(CSc1nncs1)NC(=O)Nc1ccc2c(c1)OCCO2 | 1% | 2 | 3.5µM* | 16% | ? | ? | ? | ? | 4.5µM* | 0% | 15µM* |
| 20 | COc1ccc(NC(=O)CCS(=O)(=O)c2ccccc2)c(OC)c1 | 0% | 3 | 1% | ? | 11% | 0% | ? | 13% | 10% | -3% | -9% |
| 21 | COc1ccc(NC(=O)CCNC(=O)c2ccccc2)cc1S(N)(=O)=O | 0% | -1 | -3% | 6% | 0% | -2% | -9% | 8% | 49% | -3% | -2% |
| 22 | Cc1ccc(C2CC(c3ccccc3OC(F)F)Nc3ncnn32)cc1 (centres undefined) | -1%[0.365 µM] | 4 | -7% | -13% | 4% | -1% | 9% | · | -3% | -3% | 6% |
| 23 | Cc1ccc(-c2cnn(-c3cccc(C(F)(F)F)c3)c2N)cc1 | 2% | ? | 4µM* | ? | ? | ? | ? | -8% | ? | -1% | 7.6µM* |
| 24 | O=C(Nc1ccccc1N1CCCCC1)c1cc(S(=O)(=O)N2CCOCC2)ccc1F | · | ? | -3% | -7% | -7% | -8% | -24% | · | -64% | 4% | -2% |
| 25 | Cc1cc(C(=O)CN2C(=O)NC3(CCCCC3)C2=O)c(C)n1Cc1ccc2c(c1)OCO2 | ? | 1 | 3% | ? | 0% | 20% | -2% | 5% | 3% | 1% | ? |
| 26 | CC(=O)c1ccc(Nc2ccc([N+](=O)[O-])c3nonc23)cc1 | 12%[1.91 µM] | 4 | 16% | · | -2% | 19% | 1% | ? | -3% | -2% | ? |
| 27 | CCCc1cc(=O)n2[nH]c(-c3ccc(Br)cc3)cc2n1 | ? | 4 | 3.5µM* | ? | 17% | ? | ? | 5% | 33% | 1% | ? |
| 28 | Cc1ccc(C(=O)NCCSCc2ccccc2)cc1[N+](=O)[O-] | 33% | ? | -2% | 0% | -3% | 0% | 7% | 0% | 1% | -1% | -2% |
| 29 | CN(C(=O)C(C)(C)C)C1c2c(ccc3ccccc23)OCC1CO (centres undefined) | 3% | 26 | -5% | -2% | -3% | -3% | -10% | 0% | -10% | 4% | 4% |
| 30 | COC(=O)Cc1nnc(SCC(=O)Nc2ccccc2)c2ccccc12 | 20% | 2 | -6% | ? | -2% | 1% | 3% | -11% | -15% | 2% | -3% |
| 31 | CCOC(=O)c1c(NC(=O)COC(=O)Cn2c(C(F)(F)F)nc3ccccc32)sc(C)c1C | 11% | 28 | 2% | -17% | 15% | -1% | 14% | -2% | -12% | 1% | 9% |
| 32 | O=C(NCc1cccc(Cl)c1)c1cccnc1 | -10% | 4 | 14% | -4% | 3% | ? | 9% | -15% | 11% | -23% | 4%[2.3 µM] |
| 33 | O=S(=O)(Nc1cccnc1)c1ccccc1 | 24% | 5&2 | 0% | 0% | ? | 0% | -17% | 1% | 0%&0% | 4% | 4% |
| 34 | CCOC(=O)N1CCN(C(=O)N2CCOCC2)CC1 | -7% | 2 | -1% | 3% | 0% | -2% | 19% | 1% | -9% | -2% | 6%[2.3 µM] |
| 35 | Fc1ccc(CSc2ccc3nnc(-c4cccs4)n3n2)cc1 | -4% | 0 | -1% | -2% | 1% | -1% | 10% | 2% | -26% | 0% | 0% |
| 36 | CCOc1ccc(C(=O)NCC(=O)Nc2ccncc2)cc1OCC | · | -1 | -4% | -4% | 3% | -3% | 4% | · | -4% | 1% | -1% |
| 37 | CS(=O)(=O)N(CC(=O)N1CCc2ccccc2C1)Cc1ccccc1 | 2% | 1 | -4% | -1% | -2% | -6% | 2% | 1% | -1% | -2% | 0% |
| 38 | O=C(NCCc1ccccc1)C1CCCN1C(=O)Nc1ccccc1 (centres undefined) | 8% | 5 | 8% | 6% | -1% | 2% | 7% | -10% | -12% | 3% | 3% |
| 39 | Cc1cnc(NC(=O)C(C)N2CCN(C)CC2)s1 (centres undefined) | -8% | 0 | -1% | -1% | 1% | -3% | -4% | -7% | -2% | -1% | 5% |
| 40 | O=C(Cc1cccc2ccccc12)Nc1ccc(OC(F)F)c(Cl)c1 | ? | -3 | -3% | -3% | -2% | 0% | ? | -9% | -31% | 3% | ? |
| 41 | CC1=CC=CN2CC(O)CN=C12 (centres undefined) | -22% | 9 | 4% | -7% | 2% | -1% | -1% | -8% | 4% | 4% | -2% |
